ADAM10 inh – ADAM10 inhibition, QFRET primary screen; inhibition, % at 7 µM; recombinant ADAM10, EDANS/DABCYL FRET peptide cleavage, 3 h; 370,000 tested, 0.62% active; AID 720582; O14672;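 active = inhibition above a per-campaign cutoff equal to the mean of compounds falling between control-based bounds plus 3 SD, cut at about 20% in these data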;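 note: 0% = DMSO wells while the 100% control is not disclosed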
ASAP1 inh – blocks human ASAP1-stimulated Arf1 GTP hydrolysis; inhibition, % at 16.5 µM; GDP FP detection; AID 624377; Q9ULH1; 360,000 tested, 0.19% active; in the data active = inhibition above about 25%;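 note: 0% = vehicle with enzyme and substrate and 100% = no enzyme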
GC-A act – GC-A (human) enzyme activation | activation, % at 10 µM | 370,000 tested, 0.14% active | HEK293 GC-A cells, cGMP TR-FRET, EC30 ANP; 0% at EC30 ANP, 100% saturating ANP; in the data active = activation above about 40%
ARFGAP1 inh – inhibits rat ARF GTPase activating protein 1 | Q62848 | Arfgap1-stimulated ARF1 GTP hydrolysis, GDP FP detection | inhibition, % at 16.5 µM | 360,000 tested, 0.26% active;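 active = inhibition above a per-plate limit, mean inhibition of low control wells plus 3 SD, cut at about 25% in these data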;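 note: 0% = DMSO wells with enzyme and 100% = wells lacking Arfgap1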
Target sequence (Q62848 1-136 limits assumed): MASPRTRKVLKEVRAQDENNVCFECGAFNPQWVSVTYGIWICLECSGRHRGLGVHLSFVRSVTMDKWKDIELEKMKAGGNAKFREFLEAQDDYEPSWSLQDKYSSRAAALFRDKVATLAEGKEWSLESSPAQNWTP
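system = rat Arfgap1 catalytic domain, aa 1-136 | technique = FP, GDP Alexa 633 tracer displaced from anti-GDP antibody, 620/688 nm | compound = one concentration, 16.5 µM, DMSO 1.26% | medium = HEPES-based buffer, pH 7.5 | timing = compound-enzyme preincubation 20 min, reaction 120 min, detection 60 min, 25 °C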
KLK7 zymogen act – activates the human kallikrein-7 zymogen; 370,000 tested, 0.9% active; AID 652039; activation, % at 7 µM; purified proKLK7, EDANS-DABCYL substrate fluorescence; 100% is mature enzyme control, 0% vehicle; P49862;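 active = activation above the mean of all tested compounds plus 3 SD, computed per campaign excluding outliers beyond control limits, cut at about 13% in these data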
Target sequence (P49862 whole entry, looked up): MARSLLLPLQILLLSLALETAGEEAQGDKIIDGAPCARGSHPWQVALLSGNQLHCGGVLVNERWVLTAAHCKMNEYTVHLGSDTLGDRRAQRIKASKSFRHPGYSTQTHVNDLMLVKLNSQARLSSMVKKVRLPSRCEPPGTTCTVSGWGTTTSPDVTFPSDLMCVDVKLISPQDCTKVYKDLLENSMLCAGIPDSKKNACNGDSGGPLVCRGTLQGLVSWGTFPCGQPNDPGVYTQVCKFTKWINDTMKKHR
GC-B act – GC-B (human) receptor activation | HEK293-GC-B cells, CNP EC30, cGMP TR-FRET; 0% at EC30 CNP, 100% saturating CNP | 370,000 tested, 0.11% active | AID 1920062 | activation, % at 10 µM;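 active = activation at 10 µM reaching about 35% in either raw or pattern-adjusted values, limit read from the data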
DDE Tn6 FP inh – inhibitors of Tn6 peptide binding to human fibrin DD(E) | P02675 | Fibrin DD(E) TRITC-Tn6 fluorescence polarization displacement | inhibition, % at 8.3 µM | 370,000 tested, 0.21% active;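 active = inhibition above a per-campaign cutoff: mean of compounds within control limits plus 3 SD, cut at about 15% in these data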;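 note: 0% = median of all compound wells on the plate and 100% = blocking peptide control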
GAA850 FXN act – increases GAA850 frataxin promoter reporter activity; HEK293 lucGAA850 FXN promoter luciferase reporter, 24 h; percent of 10 µM SAHA response; activation, % at 6 µM; 360,000 tested, 0.56% active; AID 540364;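 active = activation above the average of all compounds screened plus 3 SD, cutoff fixed separately per campaign, cut at about 7.5% in these data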;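 note: 0% = DMSO wells and 100% = 10 µM SAHA wells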
sPLA2-III inh – Blocks human group III sPLA2 activity; AID 743126; QFRET BODIPY PC-A2 liposome hydrolysis, fluorescence; 370,000 tested, 0.56% active; Q9NZ20; inhibition, % at 12.2 µM;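 active = inhibition above mean plus 3 SD of compounds lying within the high and low control bounds, cut at about 19% in these data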;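 note: 0% = median of test compound wells and 100% = no enzyme DMSO wells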
Target sequence (Q9NZ20 whole entry, looked up): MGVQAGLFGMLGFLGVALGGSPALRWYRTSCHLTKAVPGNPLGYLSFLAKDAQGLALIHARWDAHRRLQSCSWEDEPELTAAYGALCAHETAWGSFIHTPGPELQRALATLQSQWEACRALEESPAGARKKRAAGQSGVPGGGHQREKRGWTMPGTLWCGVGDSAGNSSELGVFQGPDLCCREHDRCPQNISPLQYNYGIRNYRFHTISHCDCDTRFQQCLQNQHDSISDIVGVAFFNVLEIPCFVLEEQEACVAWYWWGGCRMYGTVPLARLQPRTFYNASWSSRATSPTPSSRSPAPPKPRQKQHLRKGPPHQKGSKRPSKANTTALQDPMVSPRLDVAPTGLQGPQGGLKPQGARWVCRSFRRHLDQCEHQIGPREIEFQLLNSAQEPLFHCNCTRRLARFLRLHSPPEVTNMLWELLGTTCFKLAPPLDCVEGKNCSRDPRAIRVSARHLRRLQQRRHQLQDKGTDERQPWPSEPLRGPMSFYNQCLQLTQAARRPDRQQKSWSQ
rCAG RNA binder – binds r(CAG) RNA repeats; r(CAG) RNA repeat, TO-PRO-1 dye displacement fluorescence; inhibition, % at 3 µM; 370,000 tested, 1.3% active;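 active = inhibition above the plate cutoff, the mean of all test compounds on that plate plus 3 SD, cut at about 35% in these data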;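 note: 0% = DMSO alone and 100% = 100 µM mitoxantrone as full dye displacement; higher means more dye released from RNA so lower well fluorescence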
Active calls of the source: *; i = inactive; x = no result given. Compounds were not picked by outcome; about 4.5% have a hit in one of these screens.

SMILES	ADAM10 inh	ASAP1 inh	GC-A act	ARFGAP1 inh	KLK7 zymogen act	GC-B act	DDE Tn6 FP inh	GAA850 FXN act	sPLA2-III inh	rCAG RNA binder
O=C(NCc1cccnc1)c1cc(C2CCCCN2C(=O)c2ccc(Cl)cc2)on1 (stereo not given)	5	-7	-3	-6	0.1	2	6	-1.3	-7	2
CCCS(=O)(=O)c1nc(S(=O)(=O)c2ccc(C)cc2)c(N2CCCCC2)s1	15	-1	2	-2	-0.9	5	0	-1.9	0	1
CC(C)CCNC(=O)c1ccccc1SCC(=O)NC1CCCCCCC1	-12	8	0	3	0.2	1	-2	-0.8	1	0
Cc1ccccc1C(=O)N1CCC(C(=O)Nc2ccc(S(=O)(=O)N3CCCC3)cc2)CC1	1	6	-6	5	1.0	-1	-1	-0.5	-6	-1
Cc1ccc(Nc2ccc(C(=O)N3CCCC3)cn2)c(C)c1	-3	-7	-2	-8	-0.1	-3	-7	1.7	-2	-8
COc1ccc(/C=N/Nc2ncc(Br)cn2)c(OC)c1	-1	12	-2	-5	-0.8	-7	1	3.2	4	0
CN(CCCNC(=O)C1CCN(S(=O)(=O)c2cccc3nsnc23)CC1)Cc1ccccc1	-1	10	4	0	0.8	1	3	-0.2	-6	-10
O=C(NCCc1ccc(F)cc1)c1ccc(Sc2ccccc2Cl)c([N+](=O)[O-])c1	-14	x	4	x	0.1	-2	-4	x	11	8
CCC(C)(C(=O)NC1CCCC1)N(Cc1ccco1)C(=O)c1ccc2c(c1)OCO2 (stereo not given)	2	-10	-29	-2	-0.3	-17	0	-3.1	3	-3
CCOC(=O)CCNC(=O)Nc1ccc2nc(C)n(Cc3ccccc3Cl)c(=O)c2c1	-8	8	13	4	0.2	18	6	5.4	-6	1
CCc1cc(SC#N)cc(CC)c1NC(=O)CCl	2	13	7	4	-0.1	0	-5	-0.5	6	-2
CCC1CCCCN1CCNC(=O)C1CCN(S(=O)(=O)c2c(C)noc2C)CC1 (stereo not given)	-2	-9	4	-1	0.1	4	7	0.7	-9	-6
O=[N+]([O-])c1cccc(OC[C@@H](O)CN2CCC(C(O)(c3ccccc3)c3ccccc3)CC2)c1	4	x	-12	x	0.2	-19	0	x	-10	1
O=C(CN1CCCCC1)NNc1nc(-c2ccccc2)c2cc(Cl)ccc2n1	0	2	-7	-6	0.7	0	-1	-2.0	2	-3
O=C(/C=C/c1cccc(O)c1)c1ccc(N2CCOCC2)cc1	7	7	-7	-8	0.5	3	-5	3.6	-14	4
C=CCN(C(=O)COc1ccccc1)c1nnc(-c2ccncc2)s1	-134	10	-6	8	9.7	-14	-1	-0.5	2	1
CCOC(=O)C1CCN(S(=O)(=O)c2ccccc2[N+](=O)[O-])CC1	-8	-4	-1	3	-0.1	1	2	0.7	15	-5
Cc1ccc(C(C(=O)NC2CCCCC2)N(CCCN2CCOCC2)C(=O)c2snc(C(N)=O)c2N)cc1 (stereo not given)	-85	1	-1	-2	-0.8	5	2	1.4	3	2
Cc1ccc(S(=O)(=O)N2CCN(C(=O)CCOc3cc(C)ccc3C)CC2)cc1	0	-6	-1	10	0.3	-6	-2	0.1	-1	-2
CCOC(=O)N1CCC(NC(=O)c2ccc3c(c2)N(C)C(=O)/C(=C/c2cccc(OC)c2)S3)CC1	-4	7	3	-1	-0.6	4	-1	-1.3	-1	0
Cc1cc(N/N=C(/CCC(=O)O)C(=O)O)nc2ccccc12	-12	7	1	-5	-0.3	4	1	0.6	6	13
CCS(=O)(=O)N1Cc2ccccc2CC1C(=O)N1CCN(c2ccccc2)CC1 (stereo not given)	-4	-3	-6	8	-0.1	-5	1	0.4	-1	1
CC(=O)C1=C(C)NC2=C(C(=O)c3ccccc32)C1c1ccccc1 (stereo not given)	3	5	-29	-1	-0.3	-12	1	5.8	5	3
CCOC(=O)c1oc2cccc(O)c2c1CN(Cc1ccccc1)C(C)=O	6	-2	-3	-14	0.6	-10	8	2.5	-23	-2
Cc1cc(C)cc(C(=O)NCC(=O)OCC(=O)NC2CC2)c1	1	0	-2	-9	-0.1	3	2	-0.1	1	3
CCc1ccc(/C=N/Nc2nn[nH]n2)cc1	-8	-5	4	-1	-0.3	5	8	-0.9	3	-4
CCN(CC)CCNC(=O)C1c2ccccc2C(=O)N(CCOC)C1c1ccc(F)cc1 (stereo not given)	-6	4	-3	0	-0.4	0	5	-0.7	3	-6
CC(C)CNC(=S)NC1CC2CCCC(C1)N2Cc1cccs1 (stereo not given)	8	9	0	-18	0.5	3	-4	-1.0	14	-1
Cc1ccc(-n2c(C)cc(/C=N/NC(=O)c3ccncc3)c2C)c(C)c1	-4	-9	-4	2	-0.5	-11	-10	3.3	-1	-5
CC(C)(C)CC(C)(C)NCC(O)COCCOc1ccc(Br)cc1 (stereo not given)	-6	3	-21	-2	-0.1	-20	0	2.6	-3	7
Cc1onc(-c2ccccc2Cl)c1C(=O)Nc1ccc(OCC(=O)N2CCOCC2)cc1	-3	-3	3	9	0.1	0	-6	0.4	-2	-4
O=C(CN1C(=O)c2ccccc2C1=O)N1CCOCC1	-2	1	6	7	0.9	-2	7	0.5	0	2
Cc1cc(C)n(-c2nnc(C)n2N)n1	6	-1	-1	4	0.2	2	0	1.1	3	2
O=C(c1ccccc1SCc1ccc(F)cc1)N1CCOCC1	2	10	4	-6	0.1	-1	1	-0.6	-4	-2
OCC1OC(n2cnc3c(SCc4ccccc4)nc(NO)nc32)C(O)C1O (stereo not given)	-2	5	1	-4	0.4	2	4	1.0	14	9
O=C(Nc1ccccc1N1CCCCC1)c1cnccn1	9	-1	-17	-6	0.6	-3	-3	2.0	2	-6
Cc1ccc(S(=O)(=O)N2CCOCC2)cc1C(=O)Nc1ccccc1N1CCCC1	3	15	0	1	0.4	-6	-1	-0.7	1	-2
Nc1ncnc2c1ncn2[C@@H]1O[C@H](C(=O)N[C@@H](CCc2ccccc2)C(=O)N2CCN(C(=O)C(F)(F)F)CC2)[C@@H](O)[C@H]1O	-6	-11	3	2	0.0	-2	3	x	3	1
CN(Cc1ccccc1)C(=O)c1cccc(NC(=O)Cc2ccc(NC(=O)C3CCN(C(=O)C4CCCC4)CC3)cc2)c1	4	9	0	16	0.0	1	-3	-1.2	-28	4
Nc1ccc(N2CCN(c3ccc(F)cc3)CC2)cc1	3	8	-2	0	-0.8	0	-4	2.3	2	9
Cc1cc(C(=O)Cn2nc(C(=O)O)c3ccccc3c2=O)c(C)n1C1CC1	-6	10	8	9	-0.1	1	-8	1.8	2	-2
COc1ccccc1CNc1nc(NCc2cccc(OC)c2OC)c2sccc2n1	13	14	-13	11	1.0	-6	-5	-5.0	-23	5
CCN(CC)S(=O)(=O)c1cc(C)c(C)cc1Br	5	-2	-3	12	0.0	-1	5	4.0	2	0
Cc1cccc2c1-c1sc(C(=O)Nc3cccc([N+](=O)[O-])c3C)cc1CO2	-9	11	19	-1	-1.2	26	3	0.1	-8	11
COc1ccccc1-c1nnc(NC(=O)c2ccc(S(=O)(=O)N3CCOCC3)cc2)o1	-1	6	-1	14	0.5	-2	-11	0.5	-9	22
COCC(C)NC(=O)CSc1nc(-c2ccccc2)c(-c2ccccc2)o1 (stereo not given)	3	4	-12	8	0.2	-4	-3	1.4	-14	-7
C[n+]1c2n(c3ccccc31)N=C(c1cc(C(C)(C)C)c(O)c(C(C)(C)C)c1)CS2	0	-6	-9	2	-0.1	-3	2	-6.8	-3	9
COC(=O)[C@]12C[C@H](CC(=O)NCc3cccc(C(F)(F)F)c3)C(=O)N(Cc3ccccc3)C1=C[C@H](C1CCCC1)O[C@@H]2C	13	3	-2	5	-0.2	5	5	x	-14	2
COc1ccc(S(=O)(=O)NC2CCc3ccccc32)cc1OC (stereo not given)	11	-4	12	7	0.0	5	1	0.3	8	0
COc1ccc(CNC(=O)CC[C@H]2O[C@@H](n3cc(C)c(=O)[nH]c3=O)C[C@@H]2O)cc1	-12	7	1	4	-0.1	8	-4	x	7	2
C=CCn1c(N)c(C(=O)Nc2ccccc2OC)sc1=S	7	18	0	-3	0.4	0	-6	-0.3	-7	3
O=C1CCc2cc(NS(=O)(=O)c3ccc(F)cc3)cc3c2N1CCC3	4	-12	5	-5	-0.9	-4	9	-0.4	-1	-3
O=C(CCn1c(=O)oc2ccccc21)Nc1nccs1	-6	5	0	-12	0.7	-2	-2	3.2	4	2
COc1ccc(NS(=O)(=O)c2cccc(C(=O)N3CCCC(C)C3)c2)cc1 (stereo not given)	-8	-2	2	-5	0.5	2	-1	-0.8	-1	-3
CCOc1ccc(NC(=O)CC(Cc2cc(C)cc(C)c2)C(=O)O)cc1 (stereo not given)	-3	1	3	8	0.5	-3	6	1.6	-5	8
CCOC(=O)C1CCN(C(=O)CN2C(=O)c3cccnc3Oc3ccc(C)cc32)CC1	1	-26	-2	-4	0.4	3	6	0.7	6	-8
CCc1nnc2c(NCCc3ccc(OC)c(OC)c3)nc3ccccc3n12	-2	7	40*	0	0.4	53*	-1	0.5	-1	-7
Cc1c(C(=O)OCC(=O)N2CCC(C)CC2)oc2ccccc12	4	9	2	16	0.4	-1	-5	1.3	-7	-4
NC(=O)c1nn(Cc2ccccc2)c(=O)c2ccccc12	6	-7	4	7	-0.8	13	-2	0.4	-1	1
COc1ccc(-n2c(C)nnc2SCC(=O)Nc2ccccc2F)cc1	3	1	3	-3	0.6	2	2	1.5	0	0

(listing goes on)
SMILES	ADAM10 inh	ASAP1 inh	GC-A act	ARFGAP1 inh	KLK7 zymogen act	GC-B act	DDE Tn6 FP inh	GAA850 FXN act	sPLA2-III inh	rCAG RNA binder
COc1ccc(Nc2nc3ccccc3nc2C)cc1	-2	10	4	10	0.9	-2	5	-0.8	-1	2
Cc1cccc(N=c2oc3cc(O)ccc3cc2C(N)=O)c1	i	16	16	5	53*	11	-6	-1.9	-10	22
O=C(N/N=C/c1ccc(Br)o1)c1cccnc1	-4	2	4	9	-0.2	-1	-3	-0.1	5	-1
CCC1CCC2(CC1)NC(=O)N(CC(=O)Nc1cccc(S(=O)(=O)N(C)c3ccccc3)c1)C2=O (stereo not given)	12	6	0	41*	0.7	3	2	-2.2	-35	5
O=C(COC(=O)c1c2c(nc3ccccc13)/C(=C\c1cccs1)CCC2)Nc1ccccc1	-5	9	-1	12	-0.8	0	1	-1.0	-8	21
CC(=O)N1CC2(C)CN(C(C)=O)CC(C)(C1)C2	-1	2	0	-4	0.4	6	3	-0.3	2	-1

Four structures out of the list, ordered by molar mass, ascending:
SMILES	ADAM10 inh	ASAP1 inh	GC-A act	ARFGAP1 inh	KLK7 zymogen act	GC-B act	DDE Tn6 FP inh	GAA850 FXN act	sPLA2-III inh	rCAG RNA binder
COc1ccc(Nc2nc3ccccc3nc2C)cc1	-2	10	4	10	0.9	-2	5	-0.8	-1	2
O=C(/C=C/c1cccc(O)c1)c1ccc(N2CCOCC2)cc1	7	7	-7	-8	0.5	3	-5	3.6	-14	4
CC(C)(C)CC(C)(C)NCC(O)COCCOc1ccc(Br)cc1 (stereo not given)	-6	3	-21	-2	-0.1	-20	0	2.6	-3	7
Cc1ccc(S(=O)(=O)N2CCN(C(=O)CCOc3cc(C)ccc3C)CC2)cc1	0	-6	-1	10	0.3	-6	-2	0.1	-1	-2
